Compound activity deposited in PubChem by several laboratories.
GPR55 antagonists = inhibition of LPI-stimulated GPR55 beta-arrestin translocation – imaging, U2OS, beta-arrestin-GFP, LPI agonist, primary screen (AID 2013) | U2OS GPR55 beta-arrestin-GFP translocation imaging, LPI antagonism; higher % means a stronger effect | inhibition, % at 10 µM; hits with a dose series show IC50 in µM | 290,000 tested, 0.13% active;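 active means spots per cell inhibited over 60%, with over 100 cells counted and total cytoplasm intensity under 500,000; inconclusive means wells with under 100 cells, flagged as likely toxic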;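 further: U2OS cells stably carrying GPR55 and arrestin-GFP stimulated by 5 µM LPI near EC80; imaged beta-arrestin-GFP aggregate spots per cell after agonist stimulation; plate controls were LPI-stimulated DMSO wells for no effect and DMSO wells without LPI for full effect; some results filed as inactive read as strong as hits; confirmed hits need IC50 under 10 µM and bright autofluorescent wells are also inconclusive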
Myeloid diff 2 = myeloid differentiation induction; calls only at 10 µM; 360,000 tested, 1% active; ER-HoxA9 myeloid progenitors, lysozyme-GFP differentiation, flow cytometry; AID 624256;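 active means normalized GFP-positive differentiation at or above the plate's own cutoff, the solvent-only control mean plus 3 SD; inconclusive means no clear call, values can overlap the other calls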;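 further: cells exposed to compound for four days before flow analysis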
KOR beta-arrestin-1 = kappa opioid receptor activators – cell-based, luminescence, uHTS, primary screen (AID 1777); KOR beta-arrestin recruitment, luminescence; higher % means a stronger effect; activation, % at 10 µM, or EC50 in µM where a hit was titrated; 280,000 tested, 0.02% active; in the data active means activation above about 50%, passing the limit was not always enough; further: a part of the inactive calls stands beside numbers as strong as those of hits
GPR55 beta-arrestin = GPR55 agonists via beta-arrestin recruitment, primary screen, imaging, U2OS cells, beta-arrestin-GFP redistribution (AID 1961); U2OS GPR55 beta-arrestin-GFP redistribution imaging; higher % means a stronger effect; activation, % at 10 µM; hits with a dose series show EC50 in µM; 290,000 tested, 0.048% active;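 active means activation above 40% with more than 50 cells counted in the well; inconclusive means wells holding fewer than 50 cells, flagged as toxic or sparse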;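 further: U2OS osteosarcoma cells stably expressing GPR55 and beta-arrestin-GFP; plate controls were DMSO negative control for no effect and LPI positive control for full effect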
HIV fusion peptide = cell-free HIV fusion peptide-binding blockers – biochemical, uHTS, fluorescence dequenching, primary screen (AID 1986). cell-free peptide binding, fluorescence dequenching, 30 min; higher % means a stronger effect. one-dose inhibition, % at 20 µM; IC50 in µM for titrated hits. 290,000 tested, 0.3% active; in the data active means inhibition mostly above about 52%, no sharp cut-off; inactive means mostly below about 76%; further: some results filed as inactive read as strong as hits
KOR beta-arrestin-2 = kappa opioid receptor blockers – cell-based, luminescence, uHTS (AID 1778); KOR beta-arrestin recruitment, luminescence, antagonist mode; higher % means a stronger effect; one-dose inhibition, % at 10 µM; IC50 in µM for titrated hits; 290,000 tested, 0.091% active; further: strong numbers were not always called active
GPR35 antagonists = inhibition of zaprinast-stimulated GPR35 beta-arrestin translocation – imaging, U2OS, beta-arrestin-GFP, zaprinast agonist, primary screen (AID 2058); 290,000 tested, 0.052% active; one-dose inhibition, % at 10 µM; IC50 in µM for titrated hits; U2OS GPR35 beta-arrestin-GFP translocation imaging, zaprinast antagonism; higher % means a stronger effect;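 active means inhibition of at least 50% with at least 30 cells and total cytoplasm GFP at most 10,000,000; inconclusive means under 30 cells or total GFP of 10,000,000 plus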
NOD1 inhibition = NOD1 signaling inhibitors, primary screen, cell-based, luminescence, uHTS (AID 1578); inhibition, % at 4 µM, or EC50 in µM where a hit was titrated; 290,000 tested, 1% active; NOD1-driven NF-kB luciferase reporter cells, luminescence; higher % means a stronger effect; in the data active means inhibition mostly above about 36%, no sharp cut-off; inactive means mostly below about 34%;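 further: HEK-293T reporter cells stimulated with the NOD1 agonist gamma-tri-DAP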
HEK293 NOD2/NF-kB = NOD2 signaling inhibitors, cell-based, luminescence, uHTS, HEK293 (AID 1566) | inhibition, % at 4 µM; hits with a dose series show EC50 in µM | 290,000 tested, 0.63% active | HEK293 NOD2/NF-kB luciferase reporter, luminescence; higher % means a stronger effect; further: many of its hits are not listed in these tables
Myeloid diff 2 GFP+ MAC1+ % = second read-out of Myeloid diff 2, no call of its own (marks repeat the call); GFP+ MAC1+ double positive, %; measured here: differentiation confirmed by MAC1 staining
* marks the source's active call; other numbers are inactive results; i = inactive; u = inconclusive; x = no result given; + = active, no number; [ ] = dose if it differs, or a comment. Unless noted, no stated cut-off is given here; in the data, active means inhibition above about 50%; inactive means the rest. Not all compounds are listed, so the mix of outcomes need not match the whole.

structure | KOR beta-arrestin-2 | KOR beta-arrestin-1 | HEK293 NOD2/NF-kB | Myeloid diff 2 GFP+ MAC1+ % | NOD1 inhibition | GPR55 beta-arrestin | GPR35 antagonists | HIV fusion peptide | Myeloid diff 2 | GPR55 antagonists
COc1ccc(OC)c(S(=O)(=O)n2cnc3cc(C)c(C)cc32)c1 | 31% | -0.2% | 11% | 1.3 | 8% | 0.3% | -4% | -2.6% | i | -9%
O=C(Nc1c(-c2ccccc2)nc2sccn12)c1ccccc1 | -8% | 3.6% | 10% | 0.7 | -1% | 0.0% | -10% | 0.0% | i | 5%
CC(C)(C)Nc1nc(Oc2ccc(=O)n(-c3ccccc3)n2)nc(N2CCOCC2)n1 | 24% | -5.8% | -1% | 1.0 | -13% | -0.1% | -2% | -1.8% | i | -3%
O=C(CN1CCN(Cc2ccc(Cl)cc2)CC1)N/N=C/c1cccs1 | 14% | -1.4% | 10% | 0.4 | -2% | -0.1% | -10% | 0.3% | i | -1%
COc1ccc(-c2cc(CCCC(=O)NCCc3ccc(OC)cc3OC)no2)cc1 | -2% | -2.3% | 15% | 0.8 | 26% | -0.1% | 21% | -0.7% | i | -4%
CCN=C1S/C(=C\c2cn(CC(=O)NCc3ccco3)c3ccccc23)C(=O)N1CC | 10% | -2.6% | 24% | 0.0 | 5% | 0.2% | -25% | 6.7% | i | 2%
O=C(COC(=O)CNC(=O)c1ccccc1F)NCCC1=CCCCC1 | 8% | -4.9% | -3% | 1.0 | -20% | 1.0% | 11% | 0.0% | i | -4%
Cc1ccccc1N1CCN(CCCN2C(=O)CC(=C(c3ccccc3)c3ccccc3)C2=O)CC1 | -17% | -3.9% | -13% | 0.4 | -5% | -0.4% | -16% | -4.4% | i | 0%
CC(=O)Nc1nonc1-c1nc2ccccc2n1N(C(C)=O)C(C)=O | -14% | -6.6% | 6% | 0.6 | -1% | -0.2% | -4% | -1.5% | i | 4%
CCC1CCc2sc(C(=O)O)cc2C1 (centres undefined) | -13% | 5.5% | 15% | 0.7 | 5% | -0.2% | -3% | -0.8% | i | -8%
COc1ccc(NC(=O)/C(C#N)=C\c2cc(C)n(-c3ccc(Oc4ccc([N+](=O)[O-])cn4)cc3)c2C)cc1 | -4% | -4.6% | -16% | 0.9 | -85% | 0.2% | 2% | 0.2% | i | -3%
CC(NS(=O)(=O)c1ccc(CCC(=O)NCc2ccco2)cc1)c1ccccc1 (centres undefined) | 35% | 6.9% | 0% | 1.7 | -5% | 0.0% | 5% | -0.2% | i | -1%
Cc1cc(C)cc(C(=O)NC(=S)Nc2ccc3c(c2)OCCO3)c1 | 21% | -2.3% | -49% | 0.4 | -29% | 1.9% | -7% | 0.8% | i | 5%
Cc1nonc1CC(=O)N1CCCC(C(=O)c2cccc(C(F)(F)F)c2)C1 (centres undefined) | -18% | 0.5% | 9% | 0.7 | -24% | -0.3% | -6% | 0.7% | i | 6%
CC(CCO)Nc1nc2c([nH]1)c(=O)n(C)c(=O)n2C (centres undefined) | 9% | 2.1% | -24% | 1.0 | -24% | -0.1% | -12% | -0.5% | i | 6%
CC1CCCC(NS(=O)(=O)c2ccc3c(c2)OCCO3)C1C (centres undefined) | -22% | -7.4% | 14% | 0.5 | 0% | 0.0% | -17% | -0.5% | i | 2%
COc1cccc(CNC(=O)c2ccccc2-c2ccccc2C(=O)O)c1 | -57%[20 µM] | 6.1% | 0% | 0.5 | 2% | 0.1% | -2% | 1.3% | i | 6%
COc1ccc(CCNC(=O)c2cc3ccccn3n2)c(OC)c1OC | 12% | -3.5% | 15% | 1.9 | 9% | -0.2% | -2% | -0.9% | i | 0%
Cc1c(C)c2c(OCC(=O)N[C@@H](C)C(=O)O)cc3c(c2oc1=O)CCC(C)(C)O3 | 1% | -6.0% | 31% | 0.5 | 4% | -0.1% | -5% | -0.8% | i | -3%
COc1ccc2nc(NC(=O)c3ccco3)sc2c1 | 22% | -2.8% | -140% | 1.0 | -4% | -0.2% | 0% | 1.7% | i | 11%
Cc1nn(CCc2n[nH]c(=S)n2C)c(C)c1Br | -12% | -5.2% | -11% | 1.9 | -9% | -0.1% | -4% | 6.0% | i | 8%
CCOc1ccc(S(=O)(=O)n2ccnc2C)cc1 | -17%[20 µM] | 3.3% | 13% | x | -7% | -0.2% | 6% | -1.5% | x | -7%
COC(=O)c1ccc2c(=O)n(-c3ccccc3)c(=S)[nH]c2c1 | 5% | -3.8% | -1% | 0.5 | -50% | -0.2% | -12% | -0.3% | i | -14%
CCN(CCNC(=O)c1cc(C)nn1-c1ccccc1)c1ccccc1 | 5% | -2.1% | -16% | 4.8 | -11% | 0.7% | -7% | -1.0% | i | -11%
Cc1ccc(C(=O)NCC(=O)OCC(=O)Nc2cccc(S(=O)(=O)N3CCCC3)c2)cc1C | 8% | 2.2% | 1% | 0.1 | -6% | -0.1% | 6% | 1.2% | i | 4%
Cc1cccc(N2C(=O)CC(N3CCN(c4cccc(C(F)(F)F)c4)CC3)C2=O)c1 (centres undefined) | 3% | -0.8% | 10% | 1.0 | -2% | 0.0% | 0% | -3.2% | i | 4%
CCOc1ccc(Nc2nc(Cc3nnc(SCC(=O)c4ccc(C)cc4)o3)cs2)cc1 | -27% | 2.6% | 16% | 0.8 | 17% | 0.2% | 21% | 1.4% | i | 8%
O=C(NCN1CCc2ccccc2C1)c1cnccn1 | -17% | x | 2% | 7.9 | -37% | 0.2% | 2% | 1.0% | i | -6%
O=C1c2ccccc2C(=O)N1Cc1nc2ccccc2c(=O)n1CCCN1CCOCC1 | -33% | 5.3% | -5% | 0.7 | -32% | -0.3% | -2% | 0.6% | i | 7%
CNc1oc(-c2ccc(F)cc2)nc1S(=O)(=O)c1ccccc1 | 0% | -2.1% | 7% | 0.5 | -9% | 0.9% | 5% | 0.3% | i | 5%
O=C(CCNC(=O)C1CCN(S(=O)(=O)c2ccc(F)cc2)CC1)NCc1ccc(Cl)cc1 | -27% | -0.1% | 3% | 0.6 | -20% | -0.2% | 4% | 2.5% | i | 13%
COC(=O)c1ccc(N2C(=O)CC(SCC(=O)Nc3ccc(OC)cc3)C2=O)cc1 (centres undefined) | 13% | -1.3% | 2% | 0.2 | -4% | -0.3% | -5% | 0.0% | i | 0%
COc1cc(CCC(=O)OCC(=O)NCc2ccc(Cl)cc2)cc(OC)c1OC | 3%[20 µM] | -6.7% | 3% | 0.2 | -26% | -0.1% | 6% | -1.2% | i | 0%
O=C(CC1S/C(=N/N=C2CCCCCC2)NC1=O)Nc1ccccc1C(F)(F)F (centres undefined) | -19% | -0.9% | 21% | 0.5 | 16% | -0.1% | 5% | 0.5% | i | -3%
Nn1c(SCC(=O)NC(=O)Nc2ccc3c(c2)OCCO3)nnc1C1CC1 | -22% | -1.6% | -31% | 0.3 | -54% | -0.5% | 0% | -2.3% | i | 0%
CCCN(CCC)CC(O)Cn1c2ccccc2c2ccccc21 (centres undefined) | -34%[20 µM] | x | 11% | 0.1 | -25% | -0.1% | 9% | 1.1% | i | 23%
O=C(O)CCSc1nc2ccc(Br)cc2[nH]1 | -17% | 8.8% | 11% | 1.1 | -3% | -0.1% | 12% | 0.4% | i | -2%
COCCCN(C(=O)Cc1ccc(Cl)c(Cl)c1)c1c(N)n(Cc2ccccc2)c(=O)[nH]c1=O | 3% | 11% | x | 0.8 | x | -0.1% | 1% | -1.1% | i | -5%
C=CCN1C(=O)c2ccccc2Sc2ccc(C(=O)NCCC)cc21 | 1% | -5.8% | 16% | 0.9 | -2% | 0.6% | -4% | -0.5% | i | 4%
O=C(CN(C(=O)Cn1nnc(-c2cccs2)n1)c1ccc2c(c1)OCCO2)NC1CCCCC1 | -1% | 17% | 10% | 1.2 | -19% | 0.6% | 12% | 3.2% | i | -1%
CCOc1ccc(Nc2cc(=O)n(C)c(=O)n2C)cc1 | 10% | -0.3% | 10% | 1.7 | -15% | -0.1% | 18% | -0.6% | i | 15%
CCN(CC)C(=O)C1CCCc2c1[nH]c1ccc(Cl)cc21 (centres undefined) | 20% | -2.1% | 24% | 2.2 | -23% | -0.5% | -8% | -1.1% | i | 6%
Cc1ccc(NC(=O)C(C)N=C2NS(=O)(=O)c3ccccc32)cc1F (centres undefined) | 4% | 1.9% | -33% | 0.8 | -12% | 0.0% | -9% | 0.6% | i | -4%
Cc1ccccc1/C(N)=N/O | 8% | 1.2% | -2% | 0.9 | -25% | -0.4% | -9% | 1.0% | i | 5%
CCN1C(=O)c2ccc(C(=O)Nc3cccc(C(=O)O)c3)cc2C1=O | 1% | -3.8% | 2% | 0.4 | -7% | -0.1% | 4% | 0.4% | i | 6%
Cc1ccc2c(c1)c1ncn(Cc3ccc(F)cc3)c(=O)c1n2C | -9% | 4.4% | -26% | 2.8* | -11% | -0.3% | 12% | 2.0% | + | -6%
CC1(C)CC(=O)c2sc(NC(=O)CCS(=O)(=O)c3ccccc3)nc2C1 | -77% | -2.6% | 24% | x | 71%* | 1.0% | 7% | -0.3% | u | -28%
CC(=O)c1ccc(NC(=O)C(C)Sc2nnnn2C)cc1 (centres undefined) | 30% | 13% | 15% | 0.6 | -14% | -0.2% | -16% | -1.7% | i | 4%
OCCNCCCCOc1cccc(Br)c1 | -20% | 8.1% | -1% | 0.3 | 76%* | -0.2% | 12% | -1.1% | i | -11%
CCOc1ccccc1N1CCN(C(=O)c2cn(CC3CCCCC3)nn2)CC1 | 26% | -3.5% | -17% | x | -37% | -0.1% | 2% | 0.7% | x | 1%
COC(=O)c1cc(C#N)c(NCc2ccccc2)nc1C | -24% | 7.6% | 9% | 0.8 | 9% | 0.0% | -2% | 0.3% | i | -5%
Cc1cc(N2CCOCC2)nc(C(C)C)n1 | 7% | -5.4% | 12% | 0.6 | -10% | 0.5% | 5% | -0.8% | i | 8%
O=C(NCc1cccs1)c1ccc(CS(=O)Cc2cccc(Cl)c2)o1 (centres undefined) | -2% | 1.4% | 13% | 4.1 | -31% | -0.2% | -2% | 1.5% | i | 3%
